# CD40 NFkB inh – inhibitors of CD40-induced NF-kB signaling, primary screen, BL2 cells, luciferase reporter, single point | CD40L-induced, 4 h | inhibition, % at 10 µM | 83,000 tested, 0.94% active | AID 1053188, 2014;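 active = mean inhibition of at least 50% with a set share of replicates also reaching that level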;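 also: 0% = neutral control wells and 100% = IKK inhibitor VII at 50 µM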
# Starred values were filed as active, the others as inactive; [ ] = dose if it differs, or a comment.
CD40 NFkB inh | mol
-3.2 | CC1CCCC(C)N1C(=O)/C=C/c1ccc(S(=O)(=O)N2CCOCC2)cc1 (configuration not stated)
2.6 | O=C(NCc1nc2ccccc2[nH]1)c1cccc(S(=O)(=O)N2CCCC2)c1
-1.7[25 µM] | O=C(C[C@H]1CC[C@@H]2[C@H](COC[C@H](O)CN2CC2CCOCC2)O1)NCc1ccc(Cl)cc1
12.3 | O=C(O)c1cc(S(=O)(=O)N2CCCCC2)ccc1N1CCCCC1
-19.6 | CC(=O)Nc1ccc(CNc2nc3cc(-c4cccc(C(F)(F)F)c4)sc3c(=O)n2C)cc1
-2.7 | O=C(CCCn1cc([N+](=O)[O-])cn1)Nc1ccc2c(c1)OCO2
-16.7 | COC(=O)CCCC(=O)Nc1ccc(Br)cc1
9.0 | Cc1cc(N2CCCCC2)nc2ccc(NC(=O)c3ccc(Br)o3)cc12
4.3 | CC(C)NCC(=O)NC12CC3CC(CC(C3)C1)C2
4.6 | O=C(C1=NOC(CNc2ncc(C(F)(F)F)cc2Cl)C1)N1CCOCC1 (configuration not stated)
6.7 | N#Cc1ccc(COC(=O)c2cc(=O)c3ccccc3o2)cc1
7.2 | COc1ccc2c(c1OC)C(=O)N1N=C(c3ccc(-c4ccccc4)cc3)CC21 (configuration not stated)

# (cont.)
CD40 NFkB inh | mol
5.0 | CC(C)NS(=O)(=O)c1ccc(Br)c(C(=O)OC(C)C(=O)NC2CCCCC2C)c1 (configuration not stated)
13.3 | Oc1c(C(c2cccs2)N2CCC3(CC2)OCCO3)sc2ncnn12 (configuration not stated)
-5.1 | CC(=O)c1c(C)[nH]c(C(=O)Nc2cccc3ccccc23)c1C
-9.3 | Cc1ccc(NC(=O)CSCC(=O)N=c2sccn2C)cc1
-23.9 | CN1CCN(S(=O)(=O)c2cc([N+](=O)[O-])ccc2N2CCCCCC2)CC1
-34.7 | CCCCNC(=O)CN(Cc1ccco1)S(=O)(=O)c1ccc(C(C)=O)cc1
5.9 | CC1CCCCN1C(=O)COC(=O)C1CCN(S(=O)(=O)c2ccc(Cl)c(C(F)(F)F)c2)CC1 (configuration not stated)
10.0 | O=C(CC1NC(=O)NC1=O)Nc1cccc2ccccc12 (configuration not stated)
9.4 | CCc1nc(SCc2ccccn2)c2c(=O)n(C)c(=O)n(C)c2n1
-1.3 | Cc1ccc(NC(=O)[C@@H]2CCCN2C(=O)[C@@H]2Cc3ccccc3CN2)c(C)c1
-26.6 | Cc1ccc2oc(-c3cccc(NC(=O)C4CCCO4)c3)nc2c1 (configuration not stated)
5.0 | O=C(O)c1cccc(S(=O)(=O)N2CCN(S(=O)(=O)c3ccc4ccccc4c3)CC2)c1

# Random excerpt: five entries already listed
CD40 NFkB inh | mol
-26.6 | Cc1ccc2oc(-c3cccc(NC(=O)C4CCCO4)c3)nc2c1 (configuration not stated)
9.4 | CCc1nc(SCc2ccccn2)c2c(=O)n(C)c(=O)n(C)c2n1
5.0 | O=C(O)c1cccc(S(=O)(=O)N2CCN(S(=O)(=O)c3ccc4ccccc4c3)CC2)c1
5.0 | CC(C)NS(=O)(=O)c1ccc(Br)c(C(=O)OC(C)C(=O)NC2CCCCC2C)c1 (configuration not stated)
-5.1 | CC(=O)c1c(C)[nH]c(C(=O)Nc2cccc3ccccc23)c1C

# Following part.
CD40 NFkB inh | mol
-11.3 | C[C@H]1CN([C@@H](C)CO)C(=O)c2c(c3ccccc3n2C)-c2ccccc2CO[C@H]1CN(C)Cc1ccc(-c2ccccc2)cc1
-13.2[25 µM] | COc1ccc(-c2ccc(C3[C@H]4CNC[C@@H]3N4CC3CCOCC3)cc2)cc1 (some centres not stated)
8.0[25 µM] | C[C@H](CO)N1C[C@H](C)[C@H](CN(C)Cc2ccccc2C(F)(F)F)OCc2ccccc2-c2c(n(C)c3ccccc23)C1=O
6.8 | COc1cc(C(=O)OCCn2c(=O)c3c(ncn3CCN(C)C)n(C)c2=O)cc(OC)c1OC
-2.6 | C=CCNC(=O)CN1CCC(n2nnc3cc(C(F)(F)F)ccc32)CC1
12.4 | O=C(CCc1nc2ccccc2[nH]1)Nc1ccc2c(c1)OCCO2
14.0 | CC(=O)OCCCCCCCCCCC[N+]1(C)CCCCC1
-4.7 | NS(=O)(=O)c1cccc(NC(=S)NCc2ccccc2)c1
-4.3[25 µM] | O=C(C[C@H]1CC[C@@H](NC(=O)Nc2ccc(C(F)(F)F)cc2)[C@@H](CO)O1)NCc1cccc(F)c1
6.0 | COCCOC(=O)c1c(C)oc2ccc(O)c(CN3CCC(C)CC3)c12
7.6 | O=c1cc(CN2CCCCC2)nc(C2CC2)[nH]1
9.3 | O=C1c2cccnc2C(=O)N1c1cccc(-c2nc3ccccc3o2)c1

# Next entries.
CD40 NFkB inh | mol
8.9[25 µM] | CN1c2ccc(-c3ccccc3)cc2[C@@H]2[C@@H](CCN2C(=O)CC2CC2)[C@@H]1CO
-104.6 | Cc1nnc(CN(C)C(=O)c2cc(COc3ccc(F)cc3Cl)on2)o1
-43.3 | CCc1noc(C)c1C(=O)NCCN1C(=O)S/C(=C\c2ccc(OC)cc2)C1=O
1.5 | CN1C[C@@H]2C[C@@H](C3=Cc4cc(Cl)ccc4OC3)N3CCC[C@@]23C1=O
-7.1[25 µM] | CN1C(=O)c2cc(NC(=O)C3CCOCC3)ccc2OC[C@@H]2O[C@@H](CC(=O)NCCc3ccncc3)CC[C@@H]21
7.7 | CCOC(=O)c1ccc(NC(=O)CSc2nnc(-c3cccs3)n2CC)cc1
-17.0 | COc1ccc(CN(C)C(=O)c2ccc(OCC(=O)Nc3cccc(C(F)(F)F)c3)c(OC)c2)c(OC)c1
-10.5 | Nc1nonc1OCCc1ccccc1
6.7 | CC(C)C(CCN1C(=O)CCC1=O)C1CCOC(C)(C)C1 (configuration not stated)
1.6 | CCC(C)n1c(SCC(=O)N(CC)c2c(N)n(Cc3ccccc3)c(=O)[nH]c2=O)nc2ccccc2c1=O (configuration not stated)
-5.9 | Cc1ccccc1/C=C/C12NC(=O)CN1c1ccccc1C2(C)C (configuration not stated)
6.8 | CC(C)(C)c1ccc(CC(=O)N2CCC2(C)C(=O)NS(=O)(=O)c2cccs2)cc1 (configuration not stated)

# The last seven records of the part before open the next one:
CD40 NFkB inh | mol
7.7 | CCOC(=O)c1ccc(NC(=O)CSc2nnc(-c3cccs3)n2CC)cc1
-17.0 | COc1ccc(CN(C)C(=O)c2ccc(OCC(=O)Nc3cccc(C(F)(F)F)c3)c(OC)c2)c(OC)c1
-10.5 | Nc1nonc1OCCc1ccccc1
6.7 | CC(C)C(CCN1C(=O)CCC1=O)C1CCOC(C)(C)C1 (configuration not stated)
1.6 | CCC(C)n1c(SCC(=O)N(CC)c2c(N)n(Cc3ccccc3)c(=O)[nH]c2=O)nc2ccccc2c1=O (configuration not stated)
-5.9 | Cc1ccccc1/C=C/C12NC(=O)CN1c1ccccc1C2(C)C (configuration not stated)
6.8 | CC(C)(C)c1ccc(CC(=O)N2CCC2(C)C(=O)NS(=O)(=O)c2cccs2)cc1 (configuration not stated)
0.2 | COc1cc2ncnc(NCCCN3CCOCC3)c2cc1OC
2.2 | Cn1c(C(=O)N2CCC(C(=O)NCc3ccccc3)CC2)cc2sccc21
-6.1 | COc1ccc(NC(=O)CN2C(=O)c3cccc4cccc2c34)c(OC)c1
15.8[25 µM] | CCCC1OC2CC3C4CCC5=CC(=O)C=CC5(C)C4C(O)CC3(C)C2(C(=O)CO)O1 (configuration not stated)
-47.8 | CCCCNc1cnn(-c2ccccc2)c(=O)c1Cl
1.2 | O=C(CN1C(=O)CSC1=O)N1CCc2ccccc2C1
10.9 | COc1ccc(NS(=O)(=O)c2cccc(C(=O)NCc3cccnc3)c2)cc1
7.4 | O=C(O)CCCNC(=O)CCn1nnc2ccccc2c1=O
-7.6[25 µM] | CC(C)(C)NCC(O)COc1cccc2[nH]c(=O)[nH]c12 (configuration not stated)
-23.7 | Cc1nc(SCc2ccc(F)cc2)n[nH]1
5.8[25 µM] | CCN1[C@@H]2c3ccc(-c4ccncc4)c(=O)n3C[C@H]1[C@H](CO)[C@H]2C(=O)NCCc1cn(C)cn1
9.9 | COc1cccc(CNC(=O)COC(=O)c2ccc(-c3ccc(O)cc3)cc2)c1

# Additional compounds:
CD40 NFkB inh | mol
3.6 | COc1ccc(CCNC(=O)c2ccccc2Cl)cc1OC
-18.3[25 µM] | COc1ccc(-c2ccc([C@H]3[C@@H](CO)N4C(=O)CN(C(=O)C5CC5)C[C@@H]34)cc2)cc1
-3.0 | C=C(C)Cn1cnc2cc(C)c(C)cc21
5.3 | c1ccc(Cn2nnc3c(NCCN4CCOCC4)ncnc32)cc1
-42.8 | CC(=O)c1cccc(NC(=O)c2noc3c2CCc2ccccc2-3)c1
1.4 | CC(NC(=O)c1cccc(S(=O)(=O)N2CCN(C)CC2)c1)C1CC2CCC1C2 (configuration not stated)
17.0 | Cc1oc2ccc(NS(=O)(=O)c3ccccc3)cc2c1C(=O)Nc1ccccc1
7.6 | O=S(=O)(c1cccc2cccnc12)N(CCO)CCO
-4.2[25 µM] | N#C[C@H]1[C@H](c2ccccc2)[C@H](CO)N1C(=O)Cc1ccccc1
0.2 | O=c1c(C=NCc2ccccc2)c(NCc2ccccc2)nc2ccccn12
3.0 | Clc1ccc(OCCn2ccnc2)c(Cl)c1
16.5 | CNc1snc(C)c1C(=O)OCC(=O)c1ccc(Cl)cc1

# The listing continues:
CD40 NFkB inh | mol
7.7 | CCOc1ccc(NS(=O)(=O)c2cc(C(=O)N3CCCC3)ccc2Cl)cc1
13.1 | O=C(CC1CCS(=O)(=O)C1)NC1CCCCC1 (configuration not stated)
-5.0 | COCCN(Cc1cn(C)nc1-c1ccc(Oc2ccccc2)cc1)C(C)C
4.7 | CS(=O)(=O)N1CCN(CC(=O)NC2CCCC2)CC1
-3.6[25 µM] | COC(=O)[C@@H]1[C@@H](CO)[C@@H]2Cn3c(ccc(C4=CCCCC4)c3=O)[C@@H]2N1Cc1ccc2c(c1)OCO2
-25.3 | C[C@@H]1CN([C@H](C)CO)C(=O)CCCn2nncc2CO[C@H]1CN(C)C(=O)Nc1ccc2c(c1)OCO2
5.4 | COC(=O)c1sc(NC(=O)CC(C)C)c(C(=O)OC)c1C
7.2 | COc1ccc(N2CCN(C(=O)COC(=O)CCOc3ccc(C)cc3)CC2)cc1
17.7 | CCc1ccc(CN2CCCC(CNS(=O)(=O)c3ccc(OC)cc3)C2)cc1 (configuration not stated)
1.6 | O=C(CN1CCN(c2ccc(F)cc2)CC1)N(C1CCCC1)C1CCS(=O)(=O)C1 (configuration not stated)
-0.4 | Cc1csc(SC(C)C(=O)NC2CCCCC2C)n1 (configuration not stated)
-81.4 | O=C(NCc1cccs1)c1cc(-c2ccccc2)on1

# Following part.
CD40 NFkB inh | mol
-7.1 | CCOC(=O)c1ccccc1-n1c(C)cc(C2N=C(N)Nc3nc4ccccc4n32)c1C (configuration not stated)
-6.2[25 µM] | COc1ccc(-c2ccc([C@@H]3[C@H]4CN(C(=O)C5CC5)CC(=O)N4[C@H]3CO)cc2)cc1
41.3 | CC(C)CNC(=O)COC(=O)c1c2c(nc3ccccc13)/C(=C\c1cccs1)CC2
3.2 | CC(=O)N(C)C[C@H]1Oc2ccc(NC(=O)NC(C)C)cc2CC(=O)N(C)C[C@@H]1C
-8.3 | COc1ccc(C(CNC(=O)CNC(=O)c2cccc(F)c2)N2CCOCC2)cc1 (configuration not stated)
-11.8 | O=C(NN=Cc1ccccc1O)C1CC1
11.8 | CN(CC(=O)Nc1ccc(F)cc1)C(=O)CN1C(=O)NC2(CCCc3ccccc32)C1=O (configuration not stated)
6.7 | O=C1N[C@H](Cc2ccccc2)COCc2cn(nn2)CC[C@@H]1Cc1ccccc1
3.9 | COc1ccc(CNC(=O)C2CCN(C(=O)[C@@H](CC(C)C)NC(=O)OC(C)(C)C)CC2)cc1
21.7 | COc1ccc(C(CNC(=O)C2CC(=O)N(Cc3ccccc3)C2)N2CCOCC2)cc1 (configuration not stated)
8.4 | CC(=O)c1cnc(N(C)C)s1
7.6 | CCNC(=O)NC(=O)C(C)OC(=O)c1ccc(SC)cc1OC (configuration not stated)

# (listing goes on)
CD40 NFkB inh | mol
5.1 | CCC(C)[C@H](NC(=O)NCCC1=CCCCC1)C(=O)O (some centres not stated)
0.2 | O=C(NCCNCc1ccccn1)c1ccco1
4.0 | CCc1cccc(OCC(=O)N(C)CC(=O)Nc2cccc(F)c2)c1
9.6 | CCOC(=O)c1cc2c(ccn2C)n1Cc1ccc(Cl)cc1
4.7 | COCC(=O)c1[nH]c2ccccc2c1C
-2.7 | Cc1cccc(S(=O)(=O)N(C)C[C@H]2OCc3ccccc3-c3c(n(C)c4ccccc34)C(=O)N([C@@H](C)CO)C[C@@H]2C)c1
-1.2 | O=C(NC(=O)c1ccccc1N1CCCCC1)Nc1ccc(Br)cc1
-4.5[25 µM] | COc1ccccc1C(=O)N1C[C@@H]2[C@H](c3ccccc31)[C@H](CO)N2Cc1ccc(F)cc1
-7.8 | COc1ccc(C2C3CCCCC3(O)CCN2C(=O)c2cccs2)cc1 (configuration not stated)
-11.1[25 µM] | CCCC#Cc1ccc2c(c1)O[C@@H](CN(C)C(=O)CC)[C@H](C)CN([C@@H](C)CO)S2(=O)=O
-9.5 | COc1ccc(-c2ccc([C@H]3[C@@H](CO)N(C(=O)C4CCOCC4)[C@H]3C#N)cc2)cc1
8.9 | O=C(NC1CC1)c1cccc(S(=O)(=O)N2CCOCC2)c1

# (cont.)
CD40 NFkB inh | mol
-15.4 | O=C(Nc1cccc(Oc2c(F)c(F)c(F)c(F)c2F)c1)N1C[C@@H]2C[C@@H](C1)c1cccc(=O)n1C2
9.0 | N#C[C@@H]1[C@@H](c2ccc(C#CC3(O)CCCC3)cc2)[C@@H](CO)N1C(=O)C1CC1
14.3 | CC(=O)Nc1sc2c(c1C(N)=O)CCC2
8.9 | CCOc1ccc(OCCSc2nc3ccccc3[nH]2)cc1
24.6 | COCCCNC(=O)c1cccc(S(=O)(=O)N2CC3(C)CC2CC(C)(C)C3)c1 (configuration not stated)
5.7 | O=C(O)CCCCCNC(=O)CCn1nnc2ccccc2c1=O
9.8 | Cn1c(=O)c2c(ncn2CC(=O)N/N=C/c2ccc(Br)s2)n(C)c1=O

# Not all compounds are listed. The share of hits here may be higher or lower than overall.
